MOR-DOR inv ag = inverse agonists of MOR-DOR heterodimerization, primary screen, cell-based, luminescence; inhibition, % at 9.3 µM; cell-based MOR-DOR heterodimer luminescence, inverse agonism; Mu-type opioid receptor (Homo sapiens) + Delta-type opioid receptor (Homo sapiens), …; AID 504357, 2011; 0.21% of 340,000 active; in the data active means inhibition above about 22%, passing the limit was not always enough;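 further: 0% = cells with DMSO and 100% = wells without cells with DMSO; values of inactives mirror those of a sister screen read the other way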
Target sequence (P35372 whole entry, looked up): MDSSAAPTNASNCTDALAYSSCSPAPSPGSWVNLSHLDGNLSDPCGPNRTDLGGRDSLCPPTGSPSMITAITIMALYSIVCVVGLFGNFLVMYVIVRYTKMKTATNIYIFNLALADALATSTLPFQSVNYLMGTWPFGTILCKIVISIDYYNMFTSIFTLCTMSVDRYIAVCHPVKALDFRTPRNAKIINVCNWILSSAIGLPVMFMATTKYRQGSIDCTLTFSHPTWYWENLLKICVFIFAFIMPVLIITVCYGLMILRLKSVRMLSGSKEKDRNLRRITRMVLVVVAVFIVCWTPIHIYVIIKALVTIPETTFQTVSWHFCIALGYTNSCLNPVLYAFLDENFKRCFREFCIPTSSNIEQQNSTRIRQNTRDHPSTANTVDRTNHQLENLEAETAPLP
Target sequence (P41143 whole entry, looked up): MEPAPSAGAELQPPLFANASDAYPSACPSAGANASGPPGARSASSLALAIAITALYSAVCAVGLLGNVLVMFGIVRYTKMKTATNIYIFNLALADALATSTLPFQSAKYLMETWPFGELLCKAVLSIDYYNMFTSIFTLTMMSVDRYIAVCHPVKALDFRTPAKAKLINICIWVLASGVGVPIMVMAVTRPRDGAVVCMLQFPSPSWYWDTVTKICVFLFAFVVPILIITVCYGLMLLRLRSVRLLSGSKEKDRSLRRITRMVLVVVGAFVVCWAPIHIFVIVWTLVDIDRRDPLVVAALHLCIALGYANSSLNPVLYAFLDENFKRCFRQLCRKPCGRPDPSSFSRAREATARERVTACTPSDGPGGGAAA
MOR-DOR ag = agonists of OPRM1-OPRD1 heterodimerization, primary screen, cell-based, luminescence. cells. activation, % at 9.3 µM. 0.3% of 340,000 active. AID 504326, 2011; in the data active means activation above about 18%;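 further: 0% = vehicle-treated cells and 100% = reference agonist; values of inactives mirror those of a sister screen read the other way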
Pemphigus Ab inh = inhibitors of pemphigus antibody binding to DSG3, primary screen, biochemical, bead-based, flow cytometry, scFv-GFP; 0.48% of 310,000 active; DSG3-coupled beads, scFv-anti-DSG3-GFP binding; active compounds read low; Desmoglein-3 (Homo sapiens), P32926; AID 588358, 2011; binding (percent of control), % at 10 µM;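 active means binding more than 3 SD below its plate's average and above zero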;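 further: hits lower antibody fragment binding to DSG3; some compounds called inactive have numbers as strong as hits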
Wnt bcat act = Wnt/beta-catenin pathway activators, primary screen, cell-based, plate reader, single point. Wnt/beta-catenin reporter cell assay, activator. activation, % at 9.35 µM. 1.2% of 300,000 active; in the data active means activation above about 30%, passing the limit was not always enough;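 further: 0% = neutral control wells and 100% = positive control wells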
C-LANA FP = inhibitors of KSHV C-LANA binding to DNA, primary screen, biochemical, fluorescence polarization, FAM-LBS DNA, MBP-C-LANA, single point | Kaposi's sarcoma herpesvirus LANA C-terminal domain (residues 932-1162) DNA binding | inhibition, % at 9 µM | 0.078% of 340,000 active | AID 504423, 2011;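 active means highest replicate inhibition at or above 60% at 9 µM, even if other replicates fall short; inactive means all replicates below 60% inhibition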;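 further: 0% = neutral control wells and 100% = 4 µM acridine orange control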
Arrestin-AP2 inh = inhibitors of beta-arrestin/AP2 binding, primary screen, biochemical, GPCR trafficking, flow cytometry; FITC-arrestin peptide / GST-AP2 beads; AP2 beta2 appendage carries R879A mutation; inhibition, % at 10 µM; 0.31% of 340,000 active;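 active means inhibition above a set limit, near 3 SD of compounds lacking own fluorescence, cut at about 54% in these data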;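 further: plate controls were DMSO wells for no effect and 5 µM unlabelled arrestin peptide for full effect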
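System: GST-AP2 R879A glutathione beads; medium: PBS, Tween 20 0.05%, BSA 0.1%; reagent: fluorescein-tagged arrestin peptide at 50 nM final; schedule: pre-incubation 12 min, peptide binding 1 h, room temperature; detection: flow cytometry, FL1 (488/535 nm); read-out: inhibition as reduced fluorescein signal on beads, percent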
V-ATPase pHluor = regulators of yeast V-ATPase proton pumping, primary screen, pHLuorin cytosolic pH fluorescence. 0.37% of 350,000 active. S. cerevisiae. response, % at 10 µM; in the data active means response mostly above about 7.3%, no sharp cut-off; inactive means mostly below about 5.4%; further: actives read high; inactives centre near 0; some compounds called inactive have numbers as strong as hits; reference of the scale not given here
RTF Ca sens act = cardiac RTF calcium sensitivity activators, primary screen, biochemical, IANBD-TnC fluorescence, EC20 calcium; Troponin I, cardiac muscle (Homo sapiens) + Troponin T, cardiac muscle (Homo sapiens) + …; IANBD-labeled TnC RTF fluorescence at EC20 calcium; 0% EC20 calcium, 100% full calcium; activation, % at 7.2 µM; 0.24% of 340,000 active;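 active means activation above the mean over all tested compounds plus 3 SD, cut at about 30% in these data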;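 further: rise in fluorescence read as greater calcium sensitivity of cardiac thin filaments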
RTF Ca sens inh = cardiac RTF calcium sensitivity inhibitors, primary screen, biochemical, IANBD-TnC fluorescence, EC70 calcium; IANBD-labeled cardiac RTF, Ca2+ fluorescence; inhibition, % at 7.15 µM; 0.12% of 340,000 active; AID 493244, 2011;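 active means inhibition above the mean inhibition of all tested compounds plus 3 SD, cut at about 17% in these data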;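 further: assay run at fixed EC70 calcium of 1.6 mM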
Keap1-Nrf2 PPI = Keap1-Nrf2 protein-protein interaction inhibitors, primary screen, biochemical, fluorescence polarization, single point | Keap1 Kelch-Nrf2 peptide fluorescence polarization, 1536-well | inhibition, % at 9.4 µM | 0.15% of 340,000 active | AID 504523, 2011; in the data active means inhibition above about 12%;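 further: human Keap1 Kelch domain with fluorescein labeled Nrf2 9mer peptide probe; 0% = neutral control wells and 100% = peptide positive control; higher means more block of Keap1 binding to Nrf2 peptide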
Active calls of the source: *; . = no result given.

1: O=C(/C=C/c1cccs1)Nc1ccc(S(=O)(=O)Nc2ncccn2)cc1
2: CN(C)CCNC(=O)CN1C(=O)COc2ccc(C(C)(C)C)cc21
3: CCN(CC(=O)NC1CCS(=O)(=O)C1)C(=O)COc1ccccc1-c1ccccc1 (centres undefined)
4: CC(C)CN(C(=O)CCNC(=O)c1ccc(Cl)cc1)c1c(N)n(CC(C)C)c(=O)[nH]c1=O
5: COCCCn1c(SCC(=O)Nc2cccc(C(=O)OC)c2)nnc1-c1ccncc1
6: Cc1ccc(N2C(=O)CC(SCC(=O)Nc3ccc(S(N)(=O)=O)cc3)C2=O)cc1 (centres undefined)

entry no.	1	2	3	4	5	6
MOR-DOR inv ag	9	4	9	5	4	9
MOR-DOR ag	-1.8	-0.8	-1.6	-1.3	-0.8	-1.6
Pemphigus Ab inh	85	93	96	110	.	101
Wnt bcat act	5	2	.	-4	-2	-1
C-LANA FP	-0.6	-0.6	-1.0	0.5	-0.9	-1.1
Arrestin-AP2 inh	7	4	-5	-9	9	2
V-ATPase pHluor	1	3	3	-1	-3	-2
RTF Ca sens act	10	-1	2	3	1	3
RTF Ca sens inh	-7	-8	1	-6	-4	-8
Keap1-Nrf2 PPI	3	-5	1	-6	-4	-5

7: O=C(Nc1cccc(C(F)(F)F)c1)C1CC(=O)N(CCc2ccccc2)C1 (centres undefined)
8: CC1CC(Nc2cccc(O)c2)=CC(=O)O1 (centres undefined)
9: COC(=O)N(NC(=O)C(O)(c1ccccc1)c1ccccc1)c1ccccc1
10: COc1ccc(S(=O)(=O)N2CCCCCC2)cc1C(=O)N(C)Cc1ccc(C(C)(C)C)cc1
11: O=C(O)C(Cc1ccccc1)N1Cc2ccccc2C1=O (centres undefined)
12: CCN(CC(=O)Nc1cc(Cl)ccc1C)C(=O)c1oc2ccc(OC)cc2c1C

entry no.	7	8	9	10	11	12
MOR-DOR inv ag	-3	9	0	4	10	-12
MOR-DOR ag	0.6	-2.2	0.1	-0.6	-2.0	2.2
Pemphigus Ab inh	103	.	102	107	93	124
Wnt bcat act	1	-1	-1	-2	0	3
C-LANA FP	-0.2	-1.0	-3.8	-0.1	-0.5	2.1
Arrestin-AP2 inh	25	0	-23	-16	21	-7
V-ATPase pHluor	5	-3	1	-1	-1	-4
RTF Ca sens act	-4	2	2	3	-6	2
RTF Ca sens inh	0	-6	-9	-5	3	7
Keap1-Nrf2 PPI	0	-4	-10	1	-1	-7

Entries 9 through 11 from above:
9: COC(=O)N(NC(=O)C(O)(c1ccccc1)c1ccccc1)c1ccccc1
10: COc1ccc(S(=O)(=O)N2CCCCCC2)cc1C(=O)N(C)Cc1ccc(C(C)(C)C)cc1
11: O=C(O)C(Cc1ccccc1)N1Cc2ccccc2C1=O (centres undefined)

entry no.	9	10	11
MOR-DOR inv ag	0	4	10
MOR-DOR ag	0.1	-0.6	-2.0
Pemphigus Ab inh	102	107	93
Wnt bcat act	-1	-2	0
C-LANA FP	-3.8	-0.1	-0.5
Arrestin-AP2 inh	-23	-16	21
V-ATPase pHluor	1	-1	-1
RTF Ca sens act	2	3	-6
RTF Ca sens inh	-9	-5	3
Keap1-Nrf2 PPI	-10	1	-1

(continued)
13: Cc1onc(-c2c(F)cccc2Cl)c1C(=O)N(C)CC(=O)Nc1cccc(F)c1
14: O=C(c1coc2ccc(O)c(CN3CCOCC3)c12)C1CC1
15: COc1cccc(CNC(=O)COc2cc(O)c3c(c2)OC(C)(C)CC3=O)c1
16: O=C(NC1CCCCC1)C1CCN(c2cnccn2)CC1
17: Cc1c(C(=O)NCc2cccnc2)oc2ccccc12
18: CCn1cc(C(=O)NCc2ccccc2)c(=O)c2cc(F)c(N3CCN(C(=O)c4ccco4)CC3)cc21

entry no.	13	14	15	16	17	18
MOR-DOR inv ag	-29	8	3	9	11	-4
MOR-DOR ag	5.5	-1.6	-0.6	-1.6	-2.2	0.9
Pemphigus Ab inh	98	108	104	100	99	.
Wnt bcat act	-4	.	-1	3	.	.
C-LANA FP	1.5	1.2	-2.8	-0.2	0.3	-0.7
Arrestin-AP2 inh	-7	-10	17	19	3	4
V-ATPase pHluor	2	-1	0	-1	-2	9
RTF Ca sens act	1	-10	0	2	4	2
RTF Ca sens inh	-9	4	-3	-3	-6	2
Keap1-Nrf2 PPI	7	-1	-1	-1	0	1

19: CN1CCN(C(=O)CN2C(=O)COc3ccc(S(=O)(=O)N4CCOCC4)cc32)CC1
20: CCCn1c2ccc(F)cc2c2nnc(SCCN3CCCCC3)nc21
21: CC(=O)Cc1nsc(NC(=O)c2oc(-c3ccccc3Cl)cc2C)n1
22: Cc1cc(=O)oc2c(C)c(OCC(=O)NCCc3ccc(S(N)(=O)=O)cc3)ccc12
23: CCOc1ccc(NC(=O)CSc2nncc(=O)[nH]2)cc1
24: CCOC(=O)C1=CN(Cc2ccco2)S(=O)(=O)NC1CC (centres undefined)

entry no.	19	20	21	22	23	24
MOR-DOR inv ag	19	13	5	13	4	17
MOR-DOR ag	-3.7	-2.5	-1.0	-2.5	-0.7	-3.4
Pemphigus Ab inh	106	92	101	98	.	105
Wnt bcat act	-2	-1	0	-1	-1	0
C-LANA FP	0.7	-0.4	0.8	1.4	0.1	0.7
Arrestin-AP2 inh	6	7	1	4	0	-21
V-ATPase pHluor	2	3	4	-2	1	0
RTF Ca sens act	1	1	0	1	3	-5
RTF Ca sens inh	-9	-9	-3	-2	-4	-5
Keap1-Nrf2 PPI	-3	-4	3	-4	-2	-3

25: CCN(CC(=O)Nc1ccc(NC(C)=O)cc1)C(=O)CC1OC(=O)c2ccccc21 (centres undefined)
26: Cc1cc(=O)n2nc(N3CCCC(C(=O)NCCCN4CCc5ccccc5C4)C3)sc2n1 (centres undefined)
27: O=[N+]([O-])c1ccccc1CN1CCN(Cc2ccc3ccccc3c2)CC1
28: Cc1cc(C)nc(N2N=C(C(F)(F)F)CC2=O)n1
29: Cc1c(Cc2ccccc2)sc(NC(=O)c2ccco2)c1C(N)=O
30: Cc1ccccc1NC(=O)c1ccc(Cl)c(NC(=O)c2ccncc2)c1

entry no.	25	26	27	28	29	30
MOR-DOR inv ag	6	11	-13	9	-11	4
MOR-DOR ag	-1.1	-1.8	2.8	-1.8	2.0	-0.7
Pemphigus Ab inh	102	109	100	110	97	97
Wnt bcat act	1	.	0	0	.	-2
C-LANA FP	-0.9	1.7	.	-0.2	-0.2	-0.8
Arrestin-AP2 inh	19	-15	-3	-12	4	-7
V-ATPase pHluor	2	2	-2	-5	0	-3
RTF Ca sens act	-4	4	-4	7	-1	-7
RTF Ca sens inh	-5	9	-4	-1	-1	-9
Keap1-Nrf2 PPI	0	-3	-2	1	-2	1

31: O=c1nc2n(c3c4c(sc13)CCC4)CCC2
32: CC(C)CNC(=S)N1CCC(C(=O)c2ccc3c(c2)OCCO3)CC1
33: COc1ccc(S(=O)(=O)NC2CCCCC2)cc1-n1cnnn1
34: CC(C)(CC(=O)O)CC(=O)Nc1ccc(Cl)c(Cl)c1
35: COC(=O)c1ccccc1S(=O)(=O)N1CCC(C(=O)OCc2ccc([N+](=O)[O-])cc2)CC1
36: COc1cccc(NC(=O)Nc2nnc(N3CCCCC3C)s2)c1 (centres undefined)

entry no.	31	32	33	34	35	36
MOR-DOR inv ag	7	10	2	18	-7	-36
MOR-DOR ag	-1.2	-2.0	-0.3	-3.4	1.1	6.2
Pemphigus Ab inh	99	97	99	114	100	105
Wnt bcat act	5	-3	-1	1	1	5
C-LANA FP	-1.3	1.2	-6.1	-54	1.6	1.8
Arrestin-AP2 inh	-1	10	56*	-11	-5	5
V-ATPase pHluor	0	1	10	5	-1	0
RTF Ca sens act	7	4	-4	-2	-4	4
RTF Ca sens inh	7	-6	-3	-3	-4	-4
Keap1-Nrf2 PPI	0	-2	-3	1	2	-2

37: COc1cc(/C=C/C(=O)OC(C)C(=O)Nc2ccc(Cl)cn2)ccc1OC(F)F (centres undefined)
38: CCN1CCC(=NNC(=O)CC23CC4CC(CC(C4)C2)C3)CC1
39: C=CCn1c(SCC(=O)N2CCN(c3ccc(F)cc3)CC2)nnc1-c1cccs1
40: O=S1(=O)N[C@@H](CC2=CCCCC2)C2CCCCC2O1 (some centres undefined)
41: COc1ccc(CCN=C2SCC(=O)N2C)cc1OC
42: CN1CCN(CCC(=O)N/N=C/c2cc([N+](=O)[O-])ccc2OC(F)F)CC1
43: COc1ccc(/C=N/NC(=O)C(O)(c2ccccc2)c2ccccc2)cc1OC
44: FC(F)(F)c1ccc(Cl)c(NC(=S)N/N=C/c2ccccc2C(F)(F)F)c1
45: CC(=O)Nc1cccc(NC(=O)C(=O)NCC(c2ccco2)N2CCc3ccccc32)c1 (centres undefined)

entry no.	37	38	39	40	41	42	43	44	45
MOR-DOR inv ag	-24	2	4	5	2	12	-1	8	1
MOR-DOR ag	4.7	-0.3	-0.9	-0.9	-0.4	-2.4	0.2	-1.8	-0.1
Pemphigus Ab inh	93	144	105	.	102	95	.	103	101
Wnt bcat act	-2	.	-3	-1	-2	-1	-3	-6	-2
C-LANA FP	-0.1	1.0	2.3	-2.1	-0.3	-0.8	0.3	-0.6	-1.8
Arrestin-AP2 inh	5	7	0	18	-4	9	11	20	-1
V-ATPase pHluor	3	4	1	-2	-1	-2	-4	2	-2
RTF Ca sens act	4	7	5	1	6	11	4	-4	3
RTF Ca sens inh	-2	-5	3	-6	-6	2	-4	-3	2
Keap1-Nrf2 PPI	-4	1	-6	-1	-1	0	-3	-2	4

Screening results: PubChem, several laboratories
